High-throughput results as filed in PubChem BioAssay.
CASP6 VEID inh: human caspase-6 inhibitors, primary screen, biochemical, VEID-R110 fluorescence, single point, set 2. P55212. purified caspase-6, Z-VEID-R110 cleavage fluorescence. inhibition, % at 12.5 µM. 350,000 tested, 0.53% active. AID 686996, 2013;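 active means mean inhibition across replicates at least about 35%, with every replicate also reaching that limit, limit read from the data; inconclusive means only one of the two criteria met; inactive means neither criterion met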;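 further: 0% = median of neutral control wells and 100% = no fluorescence left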
RAD54 inh: inhibitors of human RAD54 branch migration, primary screen, biochemical, fluorescence, single point. DNA repair and recombination protein RAD54-like (Homo sapiens), Q92698. RAD54 Holliday junction branch migration, FAM/BHQ fluorescence. inhibition, % at 10.4 µM. 360,000 tested, 0.14% active;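 active means mean normalized replicate activity at least 40 and at least half of replicates scoring 40 or more; inconclusive means only one of the two criteria met; inactive means mean below 40 and under half of replicates reaching 40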;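 further: 0% = median of neutral control wells and 100% = median of positive control wells; inhibitors cause a drop in the FAM fluorescence signal; in these data hits start at about 50%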
ERp5 inh: inhibitors of ERp5-driven insulin aggregation, primary screen, biochemical, turbidity, absorbance 650 nm, single point | 90 min | inhibition, % at 9.99 µM | 350,000 tested, 0.05% active;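 active means mean replicate inhibition above about 25%, with every replicate also reaching it, limit read from the data, passing the limit was not always enough; inconclusive means only one of those two criteria met; inactive means neither criterion met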
PglD DTNB: C. jejuni PglD acetyltransferase inhibitors, primary screen, biochemical, DTNB colorimetric, single point; AID 602405, 2012; 360,000 tested, 0.098% active; UDP-N-acetylbacillosamine N-acetyltransferase PglD (Campylobacter jejuni); purified PglD enzyme, DTNB colorimetric CoA detection; inhibition, % at 12.5 µM; in the data active means inhibition above about 16%, passing the limit was not always enough; inconclusive means no clear call, values can overlap the other calls; further: strong numbers were not always called active
E-selectin induc: E-selectin induction in HUVECs, primary screen, imaging, HUVEC, immunofluorescence imaging, single point; 260,000 tested, 0.37% active; P16581; normalized: neutral wells 0, TNF-alpha wells 100; activation, % at 7.58 µM;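 active means mean E-selectin-positive cell signal at least 10% of the positive control, reached in at least 60% of replicates, without over 20% cell loss; inconclusive means no rule given, readout overlaps actives, possibly toxicity-flagged; inactive means the rest, including those meeting only one limit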;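 further: in these data hits start at about 27%; measured in HUVEC primary endothelial cells; signal is the percent of cells scored E-selectin positive by PE staining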
Target sequence (P16581 whole entry, looked up): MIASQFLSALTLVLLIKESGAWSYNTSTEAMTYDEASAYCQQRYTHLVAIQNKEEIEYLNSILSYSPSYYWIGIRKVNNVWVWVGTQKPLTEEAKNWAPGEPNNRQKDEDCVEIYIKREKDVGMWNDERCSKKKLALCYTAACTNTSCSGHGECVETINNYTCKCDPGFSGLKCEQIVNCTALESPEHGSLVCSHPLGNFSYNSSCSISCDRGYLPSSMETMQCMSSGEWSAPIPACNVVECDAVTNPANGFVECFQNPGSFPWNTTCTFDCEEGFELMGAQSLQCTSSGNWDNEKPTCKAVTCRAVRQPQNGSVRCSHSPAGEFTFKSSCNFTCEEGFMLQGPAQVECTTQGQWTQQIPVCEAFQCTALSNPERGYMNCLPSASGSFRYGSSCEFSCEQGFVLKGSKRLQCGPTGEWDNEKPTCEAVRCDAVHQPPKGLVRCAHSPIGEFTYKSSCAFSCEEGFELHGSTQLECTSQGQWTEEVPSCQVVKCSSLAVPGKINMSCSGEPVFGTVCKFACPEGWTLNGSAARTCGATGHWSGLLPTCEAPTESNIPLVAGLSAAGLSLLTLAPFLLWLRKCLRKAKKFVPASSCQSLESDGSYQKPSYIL
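System: HUVEC / Compound: single concentration / Signal: immunofluorescence imaging / Read-out: percent E-selectin-positive cells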
esBAF inh: Bmi1 luciferase reporter increase in mESCs, primary screen, esBAF inhibitor project, mouse ES cells, Bmi1 luciferase knock-in, single point; 24 h; 100% = twice the neutral-well signal; reporter increase, % at 12.5 µM; 350,000 tested, 2% active; AID 602393, 2012; in the data active means activation above about 40%; inconclusive means no clear call, values can overlap the other calls;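 further: 0% = median of the plate's neutral control wells and 100% = double that signal; a rise in the Bmi1 reporter signal indicates esBAF inhibition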
RAD52 anneal inh: RAD52 DNA annealing inhibitors, primary screen, biochemical, FRET, single point, set 2. 360,000 tested, 0.46% active. DNA repair protein RAD52 homolog (Homo sapiens), P43351. inhibition, % at 18.7 µM. recombinant RAD52 DNA annealing, FRET fluorescence;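 active means every replicate showing at least 50% inhibition; inconclusive means mean inhibition at least 50% but not in every replicate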
Target sequence (P43351 whole entry, looked up): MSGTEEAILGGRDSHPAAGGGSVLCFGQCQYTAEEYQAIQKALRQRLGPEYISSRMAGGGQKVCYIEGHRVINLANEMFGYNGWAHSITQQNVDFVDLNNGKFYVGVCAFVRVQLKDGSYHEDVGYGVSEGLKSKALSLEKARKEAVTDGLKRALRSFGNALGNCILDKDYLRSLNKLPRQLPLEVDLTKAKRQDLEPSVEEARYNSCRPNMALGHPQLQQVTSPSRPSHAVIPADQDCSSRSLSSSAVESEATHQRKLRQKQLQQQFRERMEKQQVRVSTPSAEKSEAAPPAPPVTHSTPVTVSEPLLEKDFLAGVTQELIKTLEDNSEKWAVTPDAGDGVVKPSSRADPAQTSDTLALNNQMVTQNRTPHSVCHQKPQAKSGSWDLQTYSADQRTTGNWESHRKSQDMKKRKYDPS
ARNT TACC3 PPI: disruptors of ARNT/TACC3 protein interaction, primary screen, biochemical, AlphaScreen, single concentration; Transforming acidic coiled-coil-containing protein 3 (Homo sapiens), Q9Y6A5; AlphaScreen His-ARNT PAS-B/GST-TACC3 binding, luminescence; TACC3 fragment carries E629A point mutation; inhibition, % at 9.99 µM; 390,000 tested, 0.66% active; AID 623870, 2012;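 active means mean inhibition of replicates at least 50% and at least half of replicates each reaching 50%; inconclusive means half or more replicates reach 50% but mean below 50%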;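 further: 0% = complete ARNT plus TACC3 wells and 100% = ARNT alone without TACC3; many hits fall short of the cut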
* marks the source's active call; other numbers are inactive results; ? = inconclusive; / = not tested or not shown; & = joins results of further samples.

The first 2 compounds, to show the layout:
SMILES	CASP6 VEID inh	RAD54 inh	ERp5 inh	PglD DTNB	E-selectin induc	esBAF inh	RAD52 anneal inh	ARNT TACC3 PPI
CCN(CC(=O)NCc1ccc(Cl)cc1)CC(=O)NC1(C#N)CCCC1	0	-3	-6	8	/	-1	-7	0
CCOC(=O)c1nc(Nc2ccccc2C)c2ccccc2n1	-2	/	-2	/	0.0	/	-6	-11

This part in full (from the top)
SMILES	CASP6 VEID inh	RAD54 inh	ERp5 inh	PglD DTNB	E-selectin induc	esBAF inh	RAD52 anneal inh	ARNT TACC3 PPI
CCN(CC(=O)NCc1ccc(Cl)cc1)CC(=O)NC1(C#N)CCCC1	0	-3	-6	8	/	-1	-7	0
CCOC(=O)c1nc(Nc2ccccc2C)c2ccccc2n1	-2	/	-2	/	0.0	/	-6	-11
Cn1c(NN)nc2sc3c(c2c1=O)CC(C)(C)OC3	/	-2	/	-7	/	0	/	2
CC(C)Nc1ncnc2c1ncn2[C@H]1CN(C2CCCC2)C[C@@H](CO)O1	-1	4	5	4	0.2	-2	-7	/
COc1cccc(-n2nnnc2SCC(=O)Nc2ccccc2OC)c1	1	-11	1	-3	0.6	6	-9	-8
O=C(CSc1nncs1)Nc1cccc2ccccc12	-2	10	-2	0	/	9	-4	-5
COc1ccc(-n2c(=S)[nH]c3cc(C(=O)Nc4cccc(C)c4)ccc3c2=O)cc1	-3	/	2	/	/	/	-3	-6
CCC(=O)N(C)C[C@H]1Oc2ncc(C#Cc3ccccc3OC)cc2C(=O)N([C@H](C)CO)C[C@H]1C	-1	-11	-1	6	0.3	5	1	/
Cc1cccc(NC(=O)COc2coc(CN3CCN(Cc4ccccc4)CC3)cc2=O)c1	0	7	9	2	-0.2	9	-8	-4
O=C(Nc1ccc(OC(F)(F)F)cc1)NC1CCC(Oc2ccc(C(=O)O)cc2)CC1 (centres undefined)	-4	-6	3	-3	0.0	-10	-3	0
c1csc(-c2nn3c(C4COc5ccccc5O4)nnc3s2)c1 (centres undefined)	/	-3	/	-5	/	33	/	2
C[C@@H]1CN([C@H](C)CO)S(=O)(=O)c2ccc(-c3ccccc3)cc2O[C@@H]1CN(C)Cc1ccccc1C(=O)O	-4	-6	6	6	-0.2	-2	-2	-5
Cc1ccccc1OCC(=O)NCC(=O)N/N=C/c1ccc(Br)o1	/	-7	/	-4	1.7	/	/	1
COc1ccc(S(=O)(=O)N(C)C[C@H]2Oc3c(NS(=O)(=O)c4ccccc4)cccc3C(=O)N([C@H](C)CO)C[C@H]2C)cc1	/	-1	16	1	-0.3	-2	3	-3
O=C(CC1CC1)Nc1ccc2c(c1)[C@@H]1C[C@H](CC(=O)NC3CCCC3)O[C@@H](CO)[C@@H]1O2	0&1	10	0&3	-1	3.6	4	-4&-6	/
CCOC(=O)C1CCN(C(=O)CNC(=O)c2nn(-c3ccc(OC)cc3)c(=O)c3ccccc23)CC1	2	-10	-5	-10	/	14	-4	4
O=C(Nc1ccc2c(c1)[C@H]1C[C@@H](CC(=O)N3CCc4ccccc4C3)O[C@@H](CO)[C@H]1O2)C1CCC1	2	0	6	-2	0.2	1	3	-1
CCCC(=O)Nc1ccc2c(c1)nc(CN1CCCCC1)n2C	/	-20	/	-1	/	3	/	1
Cc1cccn2c(=O)c3cc(C(=O)NC4CCCCCC4)sc3nc12	-4	4	3	-3	/	21	-2	-2
COc1ccc(CCN2C(=O)CS/C2=N\NC(=O)c2cccs2)cc1OC	1	/	-8	/	/	/	-9	5
Cc1ccsc1C(=O)Nc1n[nH]c(C(F)(F)F)n1	1	-12	3	-1	0.1	-2	-6	-4
CCSc1nnc(NC(=O)C2CCCCC2C(=O)OCC(F)(F)C(F)F)s1 (centres undefined)	/	5	/	1	/	-3	/	3
COc1cc(CN2CCCC(N3CCc4ccccc4C3)C2)c(Cl)cc1O (centres undefined)	-7	2	2	3	/	1	5	6
COCC(=O)Nc1ccc2c(c1)C(=O)N(C)C[C@@H](OC)[C@@H](C)CN(Cc1ccncc1)[C@@H](C)CO2	0	12	2	3	-0.1	-4	2	1
COc1ccccc1CNC(=O)C1CCN(S(=O)(=O)c2ccc(-n3cnnn3)cc2)CC1	3	2	5	4	0.1	-5	0	-1
SMILES	CASP6 VEID inh	RAD54 inh	ERp5 inh	PglD DTNB	E-selectin induc	esBAF inh	RAD52 anneal inh	ARNT TACC3 PPI
C[C@@H]1CCCCO[C@@H](CN(C)C(=O)Nc2ccc(F)cc2)[C@H](C)CN([C@H](C)CO)C(=O)c2cc(NC(=O)NC3CCCCC3)ccc2O1	-3	-3	-9	0	0.3	8	-18	-1
CC(=O)N1N=C(c2ccccc2O)CC1c1cccs1 (centres undefined)	-2	-4	0	7	0.2	0	-9	5
O=C(CN(Cc1ccccc1)S(=O)(=O)c1ccc2c(c1)OCCO2)Nc1ccc2c(c1)OCCO2	-1	4	0	-2	/	12	3	-3
C[C@H]1CN([C@@H](C)CO)C(=O)c2cccc(NC(=O)C3CC3)c2O[C@H]1CN(C)Cc1ccc(C(=O)Nc2ccccc2N)cc1	/	9	2	0	-0.1	-7	-18	0
Cc1cc(SCC(=O)Nc2c(C)n(C)n(-c3ccccc3)c2=O)nc2ccccc12	3	-8	-1	-2	/	-5	-8	-7
O=C(O)c1c(C(=O)O)c(-c2ccc(Br)cc2)n2c1CSC2	12	-12	1	0	0.0	-5	-19	-7
CCOC(=O)C1(CCc2ccccc2)CCN(C(=O)CN2C(=O)CSC2=O)CC1	-7	-2	-8	-5	/	-2	-6	/
O=c1c2cn(Cc3ccc(F)cc3)c3ccc(F)cc3c-2nn1Cc1ccc(F)cc1	-1	-2	-1	2	-0.1	3	-11	-3
Cc1ccccc1Oc1nc2c(C)cccn2c(=O)c1/C=C(\C#N)C(=O)Nc1c(C)n(C)n(-c2ccccc2)c1=O	-1	/	-4	/	0.4	/	-3	-2
CCCC(=O)Nc1ccc(Oc2ccc(NC(=O)CCC)cc2)cc1	/	2	/	-6	/	-3	/	-2
O=C(Nc1ccc(C(=O)N2CCCC2)cc1)C1CCCC1	24	-5	-1	1	0.1	9	-8	3
CCCNC(=O)c1cc(C2CCCN(S(=O)(=O)c3cccs3)C2)on1 (centres undefined)	3	-10	5	-1	0.1	7	4	/
CC(NC(=O)C1CCC1)c1ccc(Br)cc1 (centres undefined)	-3	/	-11	/	1.9	/	-7	3
CC(C)c1ccc(NC(=O)NN2CCOCC2)cc1	0	/	-5	/	/	/	-29	27
C=CCNc1nc(NCCN2CCOCC2)nc(N2CCOCC2)n1	/	-2	/	-7	/	1	/	6
O=C(Nc1ccccc1)C1CCCN1C(=O)NCc1ccccc1 (centres undefined)	0	/	6	/	4.9	/	-7	1
CCc1ccc2[nH]c(=O)c(CN(Cc3ccc4c(c3)OCO4)Cc3nnnn3C3CCCC3)cc2c1	-3	-18	6	0	/	7	-11	5
Cc1nn(CC(=O)Nc2ccncc2)c(C)c1[N+](=O)[O-]	/	-1	/	2	/	5	/	2
C[C@H]1CN([C@@H](C)CO)C(=O)Cc2cc(NC(=O)NC3CCCCC3)ccc2O[C@H]1CN(C)Cc1ccccc1	1	-1	-2	0	-0.2	-1	1	-43
O=C(C[C@@H]1CC[C@H]2[C@@H](COC[C@@H](O)CN2S(=O)(=O)c2ccc(Cl)cc2)O1)NCCN1CCCC1	-2	-2	-1	1	0.2	-3	12	-2
CCN(C(=O)COC(=O)c1cncc(Br)c1)C1CCS(=O)(=O)C1 (centres undefined)	-2	/	3	/	/	/	-22	-5
CC(=O)OC1C=CN(C(C)=O)C(SC(C)(C)C)C1(C)O (centres undefined)	-4	/	2	/	-0.1	/	-10	/
Cc1ccc(S(=O)(=O)N[C@@H]2CC[C@H](CCNC(=O)c3ccc4c(c3)OCO4)O[C@@H]2CO)cc1	-10	-9	-4	2	0.2	0	-6	2
Cc1ccc(C)c(N2CCN(S(=O)(=O)c3cc4c(cc3C)NC(=O)CO4)CC2)c1	-2	1	-2	2	-1.2	3	-12	0
CCCN(CC1CCCO1)C(=O)CCc1nnc(-c2cc(C)on2)o1 (centres undefined)	0	/	3	/	1.4	/	12	1
SMILES	CASP6 VEID inh	RAD54 inh	ERp5 inh	PglD DTNB	E-selectin induc	esBAF inh	RAD52 anneal inh	ARNT TACC3 PPI
O=C(O)CCN1/C(=C/C=Nc2ccccc2)Oc2ccccc21	/	0	/	-2	/	-5	/	-4
COc1ccc(C2COC(=O)C2=N)c(NC(=O)c2ccc(Cl)cc2)c1 (centres undefined)	6	-15	0	3	/	/	-27	/
COc1cccc(CNC(=O)CCC2CCCN(C(=O)c3ccc(OC)o3)C2)c1 (centres undefined)	3	0	1	-4	3.3	23	-55	-2
O=C(Nc1ccc(F)cc1)c1nsc(Cl)c1Cl	/	-1	/	-2	/	22	/	-4
COC(=O)c1ccc(NC(=O)CSc2nnnn2C2CCCCC2)cc1	/	4	/	3	/	-2	/	-3
COc1ccc(NC(=O)c2ccc(NC(=O)CSc3nc(N)cc(=O)[nH]3)cc2)cc1	1	-4	-6	0	-0.1	3	-2	-10
C[C@H]1CN([C@@H](C)CO)C(=O)c2cc(NS(=O)(=O)c3cccs3)ccc2O[C@@H]1CN(C)S(C)(=O)=O	0	3	4	-7	-2.1	-4	-4	-13
CCc1ccccc1OCC(=O)Nc1cc(S(=O)(=O)N(CC)CC)ccc1N1CCOCC1	-2	-3	6	6	/	1	-47	7
O=C(CSc1nnc(NC2CCCCC2)s1)NN1C(=O)NC2(CCCCC2)C1=O	/	6	/	3	/	1	/	-10
c1ccc(Cn2nnc3c(NCC4CCCO4)ncnc32)cc1 (centres undefined)	/	-4	/	2	/	3	/	-3
COCCCNc1oc(-c2cccs2)nc1S(=O)(=O)c1ccc(C)cc1	-1	/	-6	/	/	/	13	-4
COc1ccc(NC(=O)c2sccc2C)cn1	1	-3	1	3	-0.6	35	-9	1
C[C@H](CO)N1C[C@H](C)[C@@H](CN(C)Cc2ccc(C(F)(F)F)cc2)OCCCC[C@H](C)Oc2ccc(NC(=O)CCC(F)(F)F)cc2C1=O	1	1	-1	-1	0.2	2	-28	-8
CC(=O)c1cn(CC(=O)Nc2ccccc2F)c2ccccc12	-1	0	5	6	/	1	-6	-2
COc1ccc(CNC(=O)c2cccc3c(-c4cnn(C)c4)coc23)cc1OC	-12	1	2	-7	0.6	1	-11	/
COc1ccc(C2=C(c3ccc([N+](=O)[O-])cc3)C(=O)OC2)cc1	1	/	3	/	2.8	/	-5	0
Cc1ccc(Cl)cc1NC(=S)N(CCCN1CCN(C)CC1)Cc1cccs1	-4	1	-4	-8	-0.1	-6	-4	2
CCc1ccccc1N(CC(=O)N1CCN(c2ccccc2)CC1)S(C)(=O)=O	/	0	/	-3	/	-4	/	0
O=CNCC(=O)NCCc1ccc(Cl)cc1	/	8	/	-2	/	-5	/	-7
C[C@H](CO)N1C[C@H](C)[C@H](CN(C)C(=O)Cc2ccccc2)Oc2ncc(C3=CCCCC3)cc2C1=O	1	/	-2	/	-0.1	/	9	/
COc1ccc(NC(=O)CSCC(=O)N(C)Cc2ccc(Cl)c(Cl)c2)cc1	0	0	6	-4	?	1	-7	4

Outcome played no part in choosing rows (roughly 3.2% active in at least one column).
